ADAM17 inh = ADAM17 inhibitors, primary screen, biochemical, QFRET; recombinant ADAM17, EDANS/DABCYL FRET peptide cleavage; inhibition, % at 6.95 µM; hit rate 0.83% among 370,000;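 active = inhibition above the mean of compounds lying between control limits plus 3 SD, set per campaign, cut at about 8.5% in these data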;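 also: 0% = DMSO-only wells as the low control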
DAX1 inh-1 = DAX1 (NR0B1) inhibitors, primary screen, cell-based, HEK293, Gal4-DAX1, luciferase luminescence; AID 504766, 2011; HEK293 Gal4-DAX1 luciferase reporter; inhibition, % at 6.75 µM; Nuclear receptor subfamily 0 group B member 1 (Homo sapiens), P51843; hit rate 0.99% among 340,000;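 active = inhibition above the mean over all tested compounds plus 3 SD, cut at about 4.2% in these data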;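 also: 0% = DAX1-transfected cells with DMSO and 100% = empty-vector control cells with DMSO; inhibition shows as a rise in luminescence from relieved DAX1 repression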
Target sequence (P51843 207-470 limits assumed): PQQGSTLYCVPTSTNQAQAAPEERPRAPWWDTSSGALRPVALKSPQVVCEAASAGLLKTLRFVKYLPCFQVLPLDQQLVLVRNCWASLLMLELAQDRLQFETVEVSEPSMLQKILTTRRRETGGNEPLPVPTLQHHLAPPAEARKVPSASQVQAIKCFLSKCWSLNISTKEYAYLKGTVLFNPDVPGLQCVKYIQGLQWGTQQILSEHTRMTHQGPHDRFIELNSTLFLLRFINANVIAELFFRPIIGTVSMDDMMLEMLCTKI
hgDAF-12 ag = H. glycines DAF-12 receptor agonists, primary screen, cell-based, luminescence, HEK293, GAL4 fusion, UAS-luciferase. HEK293 GAL4-hgDAF12 UAS-luciferase reporter, agonist luminescence; normalized to butyrate control. activation, % at 6.8 µM. hit rate 1.8% among 370,000. AID 687014, 2013;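 active = activation above a cutoff set at the mean of all screened compounds plus 3 SD, cut at about 10% in these data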;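 also: 0% = DMSO wells and 100% = sodium butyrate wells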
ADAM10 inh = human ADAM10 inhibitors, primary screen, biochemical, QFRET, HTS | recombinant ADAM10, EDANS/DABCYL FRET peptide cleavage, 3 h | inhibition, % at 7 µM | hit rate 0.62% among 370,000 | AID 720582, 2013;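 active = inhibition above a per-campaign cutoff equal to the mean of compounds falling between control-based bounds plus 3 SD, cut at about 20% in these data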;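 also: 0% = DMSO wells while the 100% control is not disclosed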
DAX1 inh-2 = DAX1 (NR0B1) inhibitors on StAR promoter, primary screen, cell-based, luminescence, SF-1 (NR5A1), full-length DAX-1; HEK293T StAR-luciferase reporter, SF-1/DAX-1 repression relief; inhibition, % at 6.8 µM; hit rate 1.1% among 370,000; AID 652010, 2013;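 active = inhibition above the mean over all tested compounds plus 3 SD, cut at about 3.6% in these data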;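 also: 0% = DAX-1 cells with DMSO and 100% = cells lacking DAX-1 with DMSO; higher inhibition means more luminescence from relief of DAX-1 repression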
hcDAF-12 act = H. contortus DAF-12 nuclear receptor activators, primary screen, cell-based, luminescence, HEK293, lit1-tk-luc reporter; HEK293 hcDAF-12 lit1-tk-luc reporter; 0% DMSO, 100% Δ7-dafachronic acid; activation, % at 6.8 µM; hit rate 1.4% among 370,000; AID 652067, 2013;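 active = activation above the mean of all tested compounds plus 3 SD, cut at about 5.5% in these data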;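 also: 100% = response to 3 µM Δ7-dafachronic acid high control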
ssDAF-12 act = S. stercoralis DAF-12 nuclear receptor activators, primary screen, cell-based, luminescence, HEK293, GRIP1 co-expression, lit1-tk-luc. Nuclear hormone receptor DAF-12 (Strongyloides stercoralis). HEK293 ssDAF-12/GRIP1 lit1-tk-luc reporter; % of 3 µM dafachronic acid response. activation, % at 6.8 µM. hit rate 1% among 370,000;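 active = activation above the mean over all tested compounds plus 3 SD, cut at about 0.9% in these data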;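 also: 0% = DMSO-only wells and 100% = 3 µM delta7-dafachronic acid wells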
PLC-gamma1 inh = PLC-gamma1 enzyme inhibitors, primary screen, biochemical, fluorescence, purified enzyme. 1-phosphatidylinositol 4,5-bisphosphate phosphodiesterase gamma-1 (Homo sapiens), P19174. fluorogenic substrate. inhibition, % at 12.2 µM. hit rate 0.84% among 370,000. AID 720700, 2013; in the data active = inhibition above about 9.5%
sPLA2-III inh = human group III sPLA2 inhibitors, primary screen, biochemical, QFRET, BODIPY PC-A2 liposome substrate. QFRET BODIPY PC-A2 liposome hydrolysis, fluorescence. inhibition, % at 12.2 µM. hit rate 0.56% among 370,000;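 active = inhibition above mean plus 3 SD of compounds lying within the high and low control bounds, cut at about 19% in these data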;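 also: 0% = median of test compound wells and 100% = no enzyme DMSO wells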
Target sequence (Q9NZ20 whole entry, looked up): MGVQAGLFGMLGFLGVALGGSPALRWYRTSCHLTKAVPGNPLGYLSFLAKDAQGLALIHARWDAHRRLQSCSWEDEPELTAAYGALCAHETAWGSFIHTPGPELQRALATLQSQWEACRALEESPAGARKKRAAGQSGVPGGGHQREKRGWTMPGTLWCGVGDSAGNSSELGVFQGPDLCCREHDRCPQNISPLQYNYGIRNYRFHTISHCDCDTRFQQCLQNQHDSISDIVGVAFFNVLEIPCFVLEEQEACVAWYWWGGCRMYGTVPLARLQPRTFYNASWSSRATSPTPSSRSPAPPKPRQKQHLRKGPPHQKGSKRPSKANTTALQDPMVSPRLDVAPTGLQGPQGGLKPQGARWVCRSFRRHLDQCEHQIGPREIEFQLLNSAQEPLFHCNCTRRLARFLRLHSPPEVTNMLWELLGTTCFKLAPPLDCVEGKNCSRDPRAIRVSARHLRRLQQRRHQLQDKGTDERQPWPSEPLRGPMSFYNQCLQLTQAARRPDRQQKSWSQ
FXN GAA850 act = FXN promoter activators, primary screen, cell-based, luciferase luminescence, HEK293 lucGAA850; HEK293 lucGAA850 FXN promoter luciferase reporter, 24 h; percent of 10 µM SAHA response; activation, % at 6 µM; hit rate 0.56% among 360,000; AID 540364, 2011;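 active = activation above the average of all compounds screened plus 3 SD, cutoff fixed separately per campaign, cut at about 7.5% in these data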;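 also: 0% = DMSO wells and 100% = 10 µM SAHA wells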
PLC-beta3 inh = human PLC-beta3 inhibitors, primary screen, biochemical, fluorescence; 1-phosphatidylinositol 4,5-bisphosphate phosphodiesterase beta-3 (Homo sapiens), Q01970; Purified PLC-beta3, fluorogenic substrate; inhibition, % at 12.2 µM; hit rate 0.18% among 370,000; AID 720704, 2013; in the data active = inhibition above about 11%;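 also: 0% = median of compound wells on plate and 100% = full blocker control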
Numbers without * were called inactive; i = inactive; . = no result given. Random draw from the library. Share with any hit: about 6.9%.

structure	ADAM17 inh	DAX1 inh-1	hgDAF-12 ag	ADAM10 inh	DAX1 inh-2	hcDAF-12 act	ssDAF-12 act	PLC-gamma1 inh	sPLA2-III inh	FXN GAA850 act	PLC-beta3 inh
CN(CC(=O)Nc1cccc(F)c1)C(=O)c1ccc(COc2ccccc2)o1	-1.6	-0.1	-0.6	-4.8	-0.8	1.6	-0.5	2.1	0.0	0.8	-7.8
O=C(O)C1CCC(CNS(=O)(=O)c2ccc(Cl)cc2)CC1 (centres undefined)	-0.9	0.2	-0.4	0.1	-0.1	-1.1	-0.9	1.0	1.8	-1.2	-5.3
COc1cccc(Nc2nc(N)c([N+](=O)[O-])c(NCc3ccco3)n2)c1	6.4	.	-3.4	2.9	-0.8	-3.8	-2.5	3.8	-15.5	12.7*	-8.6
CSc1ccccc1NC(=O)CSCc1ccc(C)cc1	-0.3	0.7	1.0	4.8	-0.4	-1.9	-1.6	-0.9	-3.7	-2.4	1.2
Cc1c(Br)cnn1C(C)C(=O)N1CCN(c2ccc(F)cc2)CC1 (centres undefined)	0.8	-0.8	-1.7	-2.8	0.4	-1.7	-1.4	1.1	9.2	2.4	-8.3
O=C(c1coc(=O)c(Br)c1)N1CCC(C(O)(c2ccccc2)c2ccccc2)CC1	-235.6	0.6	-0.9	i	0.2	-1.2	-1.4	-157.7	-0.8	1.0	-229.1
COc1cccc(C(=O)N/N=c2\oc3c(OC)cccc3cc2C(=O)NCc2ccccc2)c1	-1.1	-0.5	-0.1	-3.5	0.4	-1.3	-1.9	-6.5	2.5	0.8	-0.3
C=CCN(C(=O)c1csnn1)C(C(=O)NCc1ccccc1)c1cccs1 (centres undefined)	-1.4	1.3	-0.1	-2.6	0.0	-0.3	-0.9	0.5	-1.3	-1.0	-0.9
O=C(NCc1ccco1)c1ccc(Cn2c(=O)c3ccccc3n(Cc3ccc(Cl)cc3)c2=O)cc1	2.8	-0.1	-2.4	-5.5	-0.5	-2.2	-1.6	0.5	-8.0	13.9*	1.7
Cc1ccc(C(=O)N2CCCCCC2)cc1Br	-2.2	2.3	1.4	-4.8	0.1	-1.0	-1.3	1.3	4.3	0.8	4.2
CC(C)(C)OC(=O)NCCc1n[nH]c(=S)o1	-1.6	.	1.4	15.9	0.0	-0.1	-1.6	1.5	4.0	1.3	-3.3
Cc1ccc(N(CC(=O)Nc2cccc(N(C)S(C)(=O)=O)c2)S(C)(=O)=O)cc1	6.5	0.1	1.0	4.7	-0.2	0.5	0.0	1.0	-4.8	-1.1	3.2
Cc1ccc(C(C(=O)NC(C)(C)C)N(C(=O)c2csnn2)C2CC2)cc1 (centres undefined)	-4.1	1.7	-0.9	-11.9	-0.4	-0.9	-0.7	-2.3	-2.5	-2.3	-3.0
CN(C)S(=O)(=O)N1CCN(c2ccccc2)CC1	-6.4	-0.7	4.0	-8.3	0.3	-2.1	-1.7	-0.6	6.6	0.7	0.0
O=C(O)COCC(=O)Nc1ccc(Oc2ncnc3cc(Cl)ccc23)nc1	-1.1	.	-1.0	7.5	-0.2	-0.7	-0.7	-0.7	0.2	2.5	-8.9
O=c1c2ccccc2c(/C=N/n2cnnc2)c(O)n1-c1ccccc1F	-65.3	-0.4	-0.7	-162.0	-0.6	-0.7	-1.3	-152.3	4.9	-1.1	-149.8
COc1ccc(-c2nc(NC(=O)CCNC(=O)c3ccco3)sc2C)cc1	2.2	-1.0	-2.4	3.7	-0.4	-1.4	-1.6	-2.5	-4.5	-0.8	1.9
Cc1ccc(S(=O)(=O)c2c(C)nn(C(C)(C)C)c2OC(=O)C2CCCC2)cc1	3.4	0.7	-2.2	2.4	-0.1	-1.5	-1.1	-2.9	-3.4	0.0	-0.2
CC1CC(C)CN(CCOc2ccc(Cl)cc2Cl)C1 (centres undefined)	-2.8	-0.3	1.9	-1.3	-1.0	-1.0	-0.7	2.1	0.3	-1.6	1.6
CN(C(=O)c1ccco1)c1nnc(-c2ccc(F)cc2)s1	0.3	1.4	8.9	-1.6	1.1	4.7	0.1	-4.4	-1.5	5.2	-10.2
COc1nc(Oc2ccc(=O)[nH]n2)nc(N2CCOCC2)n1	-0.4	-0.7	-0.7	1.6	0.4	-0.8	-1.5	1.5	3.0	0.8	3.4
CCC(=O)NC(=S)Nc1ccc(Cl)cn1	0.0	-0.1	1.7	1.4	2.4	-0.8	-0.4	3.1	3.1	-0.6	0.3
COCCNC(=O)C[C@H]1CC[C@H]2[C@@H](COc3ccc(NC(=O)Nc4cccc(F)c4)cc3C(=O)N2C)O1	-6.1	.	-2.0	-1.6	1.3	-0.8	-1.4	6.4	-15.1	.	3.2
Cc1ccccc1-n1c(=O)cc(N2CCN(Cc3ccccc3)CC2)[nH]c1=O	-8.4	0.1	-0.1	-30.3	1.1	-1.5	-1.6	-0.1	-1.9	0.6	-2.6
COc1ccc(-n2nnnc2SCC#CCO)cc1	-2.8	-0.2	2.5	-0.2	0.5	-1.1	-0.9	1.5	7.7	1.6	-2.9
CCOC(=O)C1CCCN(c2c(NCC3CCCO3)c(=O)c2=O)C1 (centres undefined)	-0.7	0.7	-1.3	-9.4	0.8	0.1	-0.9	-0.5	-1.6	0.9	6.3
CCc1ccc(NC(=S)NC(=O)c2c(-c3ccccc3Cl)noc2C)cc1	-6.4	0.5	4.4	3.8	0.3	2.1	-0.8	2.9	-4.8	-1.5	-8.1
O=C(Nc1ccccc1)N1CCCc2ccccc21	-0.6	-0.9	0.4	8.3	-0.5	0.7	-1.1	-0.3	2.6	2.0	2.8
COc1ccc(C2Nc3ccccc3C(=O)N2Cc2ccccc2)cc1COc1ccc(NC(C)=O)cc1 (centres undefined)	-234.7	.	-6.1	i	.	-2.5	-1.6	-267.7	0.7	.	-373.5
COc1cc2nc(C(C)(C)C)oc(=O)c2cc1OC	0.7	1.0	-1.8	0.1	-0.1	0.3	-1.4	-1.8	-3.7	-0.8	-4.8
COc1c(C)cc(C(O)c2ncc(-c3ccccc3C(F)(F)F)[nH]2)cc1C (centres undefined)	-3.8	.	-2.1	-9.6	-1.0	-0.1	-2.0	-3.1	-2.2	-0.2	-1.3
CCCC(=O)Nc1nc(-c2ccccc2)c(CC)s1	-0.1	-0.8	1.1	3.6	-0.9	-0.1	-1.3	-1.3	12.7	-1.1	0.2
Cc1ccc2cc(-c3noc(C(C)(C)C)n3)c(=O)[nH]c2c1	-24.9	-0.5	-1.1	-61.5	0.0	-1.1	-1.6	-7.5	-5.0	2.3	-6.6
Cc1ccc(CN2CC(C(=O)N(CC(C)C)c3c(N)n(Cc4ccccc4)c(=O)[nH]c3=O)CC2=O)cc1 (centres undefined)	-3.4	0.0	-0.7	-11.7	0.8	-0.7	-0.9	10.0*	13.9	-1.1	-7.2
CC1=C(C(=O)OC(C)(C)C)C(c2ccc(Br)cc2)NC(=O)N1CCCC(=O)O (centres undefined)	0.3	.	1.9	4.3	-0.3	0.2	-1.0	0.9	1.4	.	2.6
CNc1cc(Cl)nc(SC)n1	0.5	2.0	-1.8	2.1	-1.3	0.7	-0.5	1.2	1.0	4.0	-7.2
CSc1cccc(NC(=S)N2CCCN(Cc3ccccc3F)C2)c1	-1.2	-1.6	2.2	4.8	-0.8	-1.2	-0.7	3.3	-5.0	-0.6	2.8
CCCCCC(=O)N/N=C/c1ccccc1[N+](=O)[O-]	-1.8	2.0	-0.9	0.0	0.9	-0.1	-1.1	1.9	-1.1	2.1	0.7
CN(C)CCN(C(=O)c1ccc(C(=O)c2ccccc2)cc1)c1nc2cc3c(cc2s1)OCO3	-0.8	0.2	3.7	10.0	1.8	0.6	-0.7	0.6	2.8	3.0	-3.6
O=c1c2ccccc2n(Cc2ccccc2F)c(=O)n1Cc1ccccc1F	-2.2	-0.7	1.1	-24.2	0.0	0.4	-1.0	-4.3	-2.9	4.5	-1.6
Cc1cc(=O)c2cc(NC(=O)c3ccccc3Cl)ccc2[nH]1	-0.5	-0.8	-0.3	10.0	0.6	-1.4	-1.5	-1.5	2.7	1.0	-2.0
Cc1ccc(-c2cc3c(N=O)c4ccccc4c-3n[nH]2)cc1	0.3	-5.8	-17.0	4.5	-2.4	-4.8	-3.1	4.7	-31.9	-12.6	-0.5
Cc1ccc(OCC(=O)Nc2ccc(-c3nc4ncccc4o3)cc2)c(C)c1	-11.6	0.7	3.3	-41.5	-0.7	-1.1	-1.2	-8.3	-7.0	0.7	-9.8
CC1(NC(=S)NCCCCCCNC(=S)NC2(C)CCS(=O)(=O)C2)CCS(=O)(=O)C1 (centres undefined)	3.2	5.0*	-0.4	4.6	0.7	-1.2	-2.1	2.3	-3.6	2.1	-3.9
CCCc1cc(=O)[nH]c(SCC(=O)NC(=O)NC2CCCC2)n1	-5.0	-0.4	-1.8	-14.3	-2.5	-0.1	-0.7	0.4	10.7	-0.7	-3.7
O=C(CSc1nncn1-c1ccccn1)Nc1ccccc1Cl	-5.6	1.0	-2.0	-1.1	-0.2	1.5	-0.8	-0.7	3.9	0.2	-4.4
CC(=O)N1CCc2c1cccc2S(=O)(=O)NC(CC(C)C)C(=O)Nc1ccc(Cl)c(Cl)c1 (centres undefined)	1.6	.	-0.8	4.9	0.0	0.0	-2.0	0.1	-28.1	.	-1.0
CC(=O)Nc1ccc(NC(=O)CC2CCCC2)cc1	-0.8	0.6	2.7	4.9	0.2	0.6	-0.7	0.7	1.4	-1.1	-3.3
CCOCC(=O)N1CCCC(C(=O)OCC)C1 (centres undefined)	0.4	1.0	2.0	-6.0	-1.8	1.6	-1.4	1.0	-2.0	-0.4	1.4
CCOC(=O)c1c(C)c(C(=O)NCCOC)c(C)n1CC	-2.6	0.4	1.5	-6.2	0.0	-2.0	-1.5	-2.3	-0.2	0.6	1.3
